Screening data deposited in PubChem by National Center for Advancing Translational Sciences (NCATS).
Pf Dd2 growth = inhibitors of Plasmodium falciparum Dd2 growth | Potency, µM (top dose mostly 28.9 µM), for the others: at the top dose activity, negative = inhibition, hits mostly inhibitors | P. falciparum Dd2 growth, SYBR Green, 72 h | 120,000 tested, 4.3% active | AID 1347417; active = well fitted inhibition curve with a large enough effect; inconclusive = small, poorly fitted or top-dose-only effect; inactive = no such curve, though single readings can be large or run the other way;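 note: plate controls were DMSO vehicle for no effect and reference drug for full effect; nearly all actives have a fitted effect of over 65% in size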
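Infected erythrocytes (Dd2, 0.3% parasitemia, 2.5% hematocrit final) are added to compound in RPMI-1640/Albumax II medium, grown 72 h at 37C in low oxygen, then lysed with saponin/Triton-X containing SYBR Green and read by fluorescence.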
The depositor's hits bear a star; i = inactive; u = inconclusive; [ ] = another dose, or the depositor's remark. Potency is the fitted concentration of half-maximal effect. A portion of the library; rates above refer to the full screens.

SMILES	Pf Dd2 growth
CC(C)CCNC(=O)CN1C(=O)CSc2ccc(S(=O)(=O)N3CCC(C)CC3)cc21	-15%
CC1=C(c2ccc(C)c(C)c2)S(=O)(=O)N=C1N1CCC(C(=O)N2CCC(C(N)=O)CC2)CC1	i
COc1ccc(C2(C(=O)N3CCN(Cc4ccccc4)CC3)CCOCC2)cc1	u
COc1ccc(NC(=O)Cn2c(=O)c3cc(Cl)ccc3n3nncc23)cc1	19%
O=C(NCc1cccnc1)C1(CCO)CC12CCOCC2 (stereo not drawn)	20%
CCCNC(=O)C1COC2(CCN(C(=O)CC(C)C)CC2)N1C(=O)c1cccc(OC)c1 (stereo not drawn)	12%
Cc1ccc(NC(=O)CN2C(=O)CSc3ccc(S(=O)(=O)N(C)C)cc32)cc1C	18%
CS(=O)(=O)c1ncc(N(Cc2ccco2)Cc2ccco2)c(C(=O)Nc2ccccc2Br)n1	-19%
Cc1cc(-c2cnc3n[nH]c(-c4sccc4C)c3n2)ccn1	i
Cc1cc(C)n(CCC(=O)N2CCCC(c3nnnn3C)C2)n1 (stereo not drawn)	-12%
COc1cccc(CN[C@@H]2CCC[C@@H](C(=O)NC3CCOCC3)CC(=O)N(C)C2)c1	1%[44.1 µM]
CC(C)c1nn2c(=O)cc(COC(=O)c3ccc(NC(=O)C4CCCCC4)cc3)nc2s1	7%
Fc1ccc(-c2cc(CC3(NCc4ccccc4F)COC3)no2)cc1	-20%[44.1 µM]
O=c1cc(-c2ccccn2)oc2c(-c3cccc(CO)c3)nccc12	i
COc1ccc(C(=O)COC(=O)C(Cc2c[nH]c3ccccc23)NC(=O)c2ccc(C(C)(C)C)cc2)cc1 (stereo not drawn)	i
O=C(NC1CCCCC1)N[C@H]1CCN2C(=O)c3cc(-c4ccccc4)ccc3NC(=O)[C@H]12	8%[44.1 µM]
O=C(c1cccnc1)N1CCC2(CCCCO2)CC1	-20%
COc1cc(Cl)ccc1C(=O)NC1CCN(c2cc(-c3cccs3)[nH]n2)C1 (stereo not drawn)	i
CCCc1cc(C(=O)N2CCC3(CC2)CN(C(C)CCC)C(=O)O3)n[nH]1 (stereo not drawn)	-11%
CC(=O)N1CCCC1c1nc2ccccc2n1Cc1ccccc1C (stereo not drawn)	u
COc1cccc(N2C(=O)NC(=NC3CCCCC3)C23CCCN(CC2CC2)C3)c1 (stereo not drawn)	u
Cc1noc(C)c1-c1nccc2c(=O)cc(-c3cccnc3)oc12	-3%[44.1 µM]
Cc1ccc(NC(=O)N2CCC(Oc3ncccc3C(=O)N3CCOCC3)C2)cc1Cl (stereo not drawn)	i
CC1=C(C(=O)Nc2cccnc2)C(c2ccc(F)cc2)n2nc(SCc3ccccc3F)nc2N1 (stereo not drawn)	-28%
CC(C)c1ccc2c(c1)NC(c1ccc(F)cc1)=NC(c1cccs1)=N2	u

In the list so far, four contain an NH in an aromatic ring:
SMILES	Pf Dd2 growth
Cc1cc(-c2cnc3n[nH]c(-c4sccc4C)c3n2)ccn1	i
COc1ccc(C(=O)COC(=O)C(Cc2c[nH]c3ccccc23)NC(=O)c2ccc(C(C)(C)C)cc2)cc1 (stereo not drawn)	i
COc1cc(Cl)ccc1C(=O)NC1CCN(c2cc(-c3cccs3)[nH]n2)C1 (stereo not drawn)	i
CCCc1cc(C(=O)N2CCC3(CC2)CN(C(C)CCC)C(=O)O3)n[nH]1 (stereo not drawn)	-11%

The results go on.
SMILES	Pf Dd2 growth
COc1cc(OC)cc(C(=O)Nc2ccc3nc4c(c(Nc5ccc(OC)c(OC)c5)c3c2)CCCC4)c1	0%
Cc1ncc(-c2ccc(F)c3cccnc23)nc1C	-14%
NC(=O)CSc1nc2ccc(NC(=O)COc3ccccc3Cl)cc2s1	u
Cc1ccc(C(=O)N2[C@@H]3CC[C@H]2CC(NC(=O)c2ccc(F)cc2)C3)cn1 (stereo partly drawn)	-3%
COc1ccc2[nH]c(=O)c(CCC(=O)N3CCN(CC(C)C)CC3)cc2c1	u
CC(C)CCN1CC(C(=O)NCCN(C)C)C2(CCOCC2)C1 (stereo not drawn)	-22%
NC1(C(=O)N2CCCC(CCc3cccc(C(F)(F)F)c3)C2)CC1 (stereo not drawn)	-27%
O=C(NCc1nc2ccccc2n1Cc1ccccc1Cl)c1ccccc1	u
O=C(Nc1ccc(F)cc1)c1ccc2ccnn2c1	i
CCO[C@H]1CN(C2CCN(c3ccc4c(c3)CCC4)CC2)C[C@@H]1O	u
Cc1ccc(OCc2nc(-c3ccc(C(=O)N4CCN(c5ccccc5)CC4)cc3)oc2C)cc1	u
Cc1ccc(NC(=O)N2CCC(CCNC(=O)C(C)C)CC2)cc1F	i
CCCOc1ccc(C(=O)Nc2ccc(NC(=O)c3cccc(Cl)c3)cc2)cc1	78%[activator]
Cc1noc(CN(C)C(=O)C2C3C(=O)N(Cc4ccc(C)c(C)c4)C[C@@]34C=C[C@@H]2O4)n1 (stereo partly drawn)	u
CC(=O)Nc1ccc(S(=O)(=O)N[C@H]2CO[C@H]3[C@@H]2OC[C@H]3OC(=O)Nc2cccc3ccccc23)cc1	i
CNC(=O)Nc1ccc(C)n(CC(=O)NCc2cccc(C)c2)c1=O	-5%
CN(C)CCNC(=O)Cc1c[nH]c2ncc(-c3ccccc3)cc12	-21%[44.1 µM]
CCOc1ccc(-n2c(CCC(=O)O)ccc2-c2ccc(Br)cc2)cc1	6%
O=C1NC2(CCCN(C(=O)c3ccc4c(c3)OCO4)C2)Oc2ccccc21 (stereo not drawn)	36%[activator]
CNC(=O)[C@@H]1C[C@H](n2cc(CNC(=O)Nc3cc(F)ccc3F)nn2)CN1	2%
CCN(CC)S(=O)(=O)c1ccc2c(c1)N(CC(=O)N1CCN(c3cccc(C)c3)C(C)C1)C(=O)CO2 (stereo not drawn)	-17%
CN(C)c1ccc(C(=O)N2CCN(C(=O)NC3CCCCC3)[C@H](C(=O)N[C@@H](CC3CCCCC3)C(N)=O)C2)cc1	i
CC(C)n1nc(OC(C)(C)C(=O)Nc2ccccc2)c2cc(CN3CCOCC3)ccc21	u
COCC(=O)NC1CCC12CCN(C(=O)Nc1ccc3c(c1)OCCO3)CC2 (stereo not drawn)	-10%
Cc1cc2oc(=O)c(CC(=O)NCCc3ccccc3F)c(C)c2c2occ(C(C)(C)C)c12	14%

Structures above that contain a tert-butyl group:
SMILES	Pf Dd2 growth
COc1ccc(C(=O)COC(=O)C(Cc2c[nH]c3ccccc23)NC(=O)c2ccc(C(C)(C)C)cc2)cc1 (stereo not drawn)	i
Cc1cc2oc(=O)c(CC(=O)NCCc3ccccc3F)c(C)c2c2occ(C(C)(C)C)c12	14%

Further compounds.
SMILES	Pf Dd2 growth
COCCNC(=O)c1ccc(-n2c(-c3ccccc3)cc3c2CCCCC3)cc1	-21%
COCC1CN(C2CCC2)CC12CCN(C(=O)Cc1ccc(OC)cc1)CC2 (stereo not drawn)	u
CCOC(=O)C1=C(C)N=C2SC=C(CC(=O)N(C)CC)N2C1c1cccc([N+](=O)[O-])c1 (stereo not drawn)	-13%
CCc1ccccc1N(CC)C(=O)c1c(C)oc2ncn(C)c(=O)c12	39%
CC1CCCN(S(=O)(=O)c2cc(C(=O)NCCc3ccccc3)n(C)c2)C1 (stereo not drawn)	-16%
COc1ccc(Cn2c(SCC(=O)NCc3ccc(Cl)cc3)nc3ccsc3c2=O)cc1	9%
CN1CC(=O)N(c2ccccc2F)Cc2c(NC3CCCC3)ncnc21	28%[44.1 µM]
COCCn1nc2n(c1=O)CCN(S(=O)(=O)c1ccc(Cl)s1)CC2	-6%
CC(=O)N[C@@H]1CN(S(=O)(=O)c2sccc2C)C[C@H]1c1ccc(C)o1	4%
CN(Cc1cccc(-c2nn[nH]n2)c1)C(=O)c1ccc(C2CCCNC2)cc1 (stereo not drawn)	-13%
Cc1ccc(C)c(N2CCN(S(=O)(=O)c3ccc4oc(=O)c5ncn(C)c5c4c3)CC2)c1	0%
Cc1ccccc1OCc1nc2c3cnn(-c4ccccc4F)c3ncn2n1	-11%
CCCc1c(C(=O)OCC)nnc2c(-c3ccccc3)c(C)nn12	7%
CCC(=O)C1=C(c2cccc([N+](=O)[O-])c2)N(C(=O)CC)n2c(nnc2-c2ccccc2)S1	1.1µM*
CCN1C(=O)C2CC3(CCN(C(=O)c4ccoc4)CC3)CN2C1=O (stereo not drawn)	-5%
COc1ccc(NC(=O)CCc2c(C)nc3nc(CNC(=O)OC(C)(C)C)nn3c2C)cc1OC	-16%
Cc1nc(N2CCN(C(=O)c3ccc(C#N)cc3)CC2)cc(C(F)(F)F)n1	u
C=Cc1ccc(CSc2nc(-c3ccc(OC)cc3)nc3c2Cc2c(CO)cnc(C)c2O3)cc1	3.2µM*
Cc1ccc(C(C(=O)NCc2cc(=O)[nH]cn2)N(C)C)cc1 (stereo not drawn)	-9%
CC1=C(C(=O)Nc2ccccc2)C(c2cccn2C)n2ncnc2N1 (stereo not drawn)	22%
Cc1ncc2c(n1)C[C@@H]1CC[C@H]2N1C(=O)C1(c2ccccc2)CC1	12%
O=C(NC[C@H]1O[C@H](Cc2cc(-c3ccc(F)cc3)on2)CC[C@@H]1O)c1ccc(F)cc1	-3%[44.1 µM]
CC(=O)NC1(C)CCCN(Cc2cccc(-c3ccc4c(ccn4C)c3)c2)C1 (stereo not drawn)	u
Cc1cc(=O)n2[nH]c(CC(=O)N3CCn4nc(C(C)O)cc4C3)nc2n1 (stereo not drawn)	-4%
Cc1ccc([S+](=O)([O-])c2nnn3c2nc(NCc2ccncc2)c2ccccc23)cc1C	-21%
Other structures follow.
SMILES	Pf Dd2 growth
O=C1CCC(CCC(=O)N[C@@H]2COCC[C@@H]2Oc2ccc(F)cc2)=NN1	-1%
CCn1nccc1C(=O)N1CCCCCCN(C)C(=O)[C@@H]2CCC[C@@H]21	-9%
Cc1nc(C(=O)N2CCC(c3n[nH]c(=O)n3Cc3ccccc3)CC2)c(C)o1	12%
COc1ccccc1-c1cn(C)c(=O)n2cc(COc3ccc(C(=O)O)cc3)nc12	-15%[44.1 µM]
C[C@@H](c1ccccc1)N1C(=O)[C@@H]2CN(C(=O)c3cccnc3)CCN2C1=O	u
Cc1ccc(C2c3[nH]c4ccccc4c3CCN2C(=O)CCC2CCCC2)cc1 (stereo not drawn)	u
Cc1cc2c(cc1S(=O)(=O)Nc1cccc(C#N)c1)OCC(=O)N2	1%
COc1ccc(CN2CCn3c(nn(-c4ccc(Cl)cc4)c3=O)C2)cc1	-6%
CS(=O)(=O)c1ccc(O[C@H]2COCCN(Cc3ccc(-c4ccccc4)cc3)C2)cc1	i
O=C(CC1CCCC1)N1CCCCCC1CN1CCCC1 (stereo not drawn)	u
COCC(=O)N[C@H]1CO[C@H]2[C@@H]1OC[C@@H]2Nc1nccc(-c2cccc(C#N)c2)n1	11µM*
COc1ccc2[nH]c3c(c2c1)CCN(C)C31CCN(C(=O)c2cnccc2C)CC1	i
CCOc1ccc(-n2c(=O)c3c(C)c(C(=O)N(C)C)sc3n(CC(=O)Nc3c(C)cc(C)cc3C)c2=O)cc1	11%
Cc1cccc(OCC(=O)Nc2cc(-c3ccccc3F)nn2-c2ccccc2)c1	i
CCOC(=O)CSc1nc2ccccc2n2c(C)nnc12	15%
COCCn1c(C)cnc1CC1CCN(C(=O)NCCc2ccccc2)C1 (stereo not drawn)	-8%
COC[C@H]1CCCN1C(=O)CC[C@H]1CNC(=O)[C@@H]2[C@@H](CCN2C)N1C	26%[44.1 µM]
CCC(CC)CC(=O)N1CCCC(Nc2ccc3c(c2)OCCO3)C1 (stereo not drawn)	7%
COc1ccc(NC(=O)O[C@@H]2CO[C@H]3[C@@H]2OC[C@@H]3NC(=O)NC2CCCCC2)cc1	-18%[44.1 µM]
Cc1ccc(C(=O)N2CCC3(CC2)CC(N2CCN(c4ccccc4)CC2)CCO3)cn1 (stereo not drawn)	-15%
COc1ccccc1CNC(=O)C1CCCN(c2nc3ccccc3n3cccc23)C1 (stereo not drawn)	u
CNC(=O)c1cnn2c1CN(C(=O)OCc1ccccc1)CC2	-14%
CCn1cnnc1CC1CCN(C(=O)c2ccc3ccccc3n2)C1 (stereo not drawn)	i
COc1cc2c(cc1OCc1ccccc1)NC(=O)C21CCN(CC2CC2)CC1	u
COCC(=O)NCCC1CCN(C(=O)Nc2cc(F)cc(F)c2)CC1	-17%

2 compounds drawn at random from the list so far:
SMILES	Pf Dd2 growth
Cc1cc(=O)n2[nH]c(CC(=O)N3CCn4nc(C(C)O)cc4C3)nc2n1 (stereo not drawn)	-4%
CC(C)CCN1CC(C(=O)NCCN(C)C)C2(CCOCC2)C1 (stereo not drawn)	-22%

Next results
SMILES	Pf Dd2 growth
Cc1nc(-c2ccc(OC3CCN(C(=O)NC(C)C)C3)cc2)no1 (stereo not drawn)	29%[5.79 µM]
CCc1cccc(NC(=O)Cn2c(=O)n(CCCCCC(=O)NCc3ccc(F)cc3)c(=O)c3sccc32)c1	u
CC(=O)c1c(C)oc2c1cc(NS(=O)(=O)c1ccc(Br)cc1)c1ccccc12	i
CCSCCn1nc(CC2CCNCC2)n(CC)c1=O	-3%
O=C(NC1CCCC1)N[C@@H]1C[C@H](CO)[C@@H](O)[C@H]1O	20%[44.1 µM]
COCCN1C(=O)CC[C@]2(C(=O)NCc3ccc(C)cc3)CCCC[C@@H]12	-5%
COc1ccc(C(=O)N[C@H]2CC[C@]3(C)CCC([C@H](C)C(=O)NC4CCCCC4)[C@H](O)[C@H]3[C@@H]2C)cc1 (stereo partly drawn)	i
CCn1nccc1C(=O)NC1CCCN(c2cc(N(C)C)ncn2)C1 (stereo not drawn)	7%[5.79 µM]
CN(C)[S+](=O)([O-])c1ccc2c(c1)OCCN(Cc1cccc(Cl)c1)C2	u

Another view of part of the listing above:
SMILES,Pf Dd2 growth
CCc1cccc(NC(=O)Cn2c(=O)n(CCCCCC(=O)NCc3ccc(F)cc3)c(=O)c3sccc32)c1,u
Cc1nc(-c2ccc(OC3CCN(C(=O)NC(C)C)C3)cc2)no1 (stereo not drawn),29%[5.79 µM]
